# Compound activity as filed in PubChem BioAssay.
# GluA2 TARP mod: modulators of GluA2-stargazin AMPA receptor complexes, primary screen, cell-based, membrane potential dye; 3.5% of 40,000 active; calls only at 30 µM; HEK293 GluA2+stargazin, membrane potential dye (FDSS), glutamate EC50; hits were called plate by plate, in both directions; Voltage-dependent calcium channel gamma-2 subunit (Mus musculus) + Glutamate receptor 2 …;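 active = any of four per-well response measures lying three or more SD from its plate-wide compound average, in either direction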
# Target sequence (O88602 whole entry, looked up): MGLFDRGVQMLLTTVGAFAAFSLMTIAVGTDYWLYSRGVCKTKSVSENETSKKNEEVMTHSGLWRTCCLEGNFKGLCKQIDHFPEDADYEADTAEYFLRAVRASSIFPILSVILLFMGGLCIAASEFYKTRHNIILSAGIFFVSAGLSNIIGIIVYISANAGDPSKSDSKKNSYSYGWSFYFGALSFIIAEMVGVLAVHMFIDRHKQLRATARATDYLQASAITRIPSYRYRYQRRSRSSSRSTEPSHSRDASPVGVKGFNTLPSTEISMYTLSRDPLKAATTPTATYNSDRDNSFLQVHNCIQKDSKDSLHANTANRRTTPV
# Target sequence (P19491 whole entry, looked up): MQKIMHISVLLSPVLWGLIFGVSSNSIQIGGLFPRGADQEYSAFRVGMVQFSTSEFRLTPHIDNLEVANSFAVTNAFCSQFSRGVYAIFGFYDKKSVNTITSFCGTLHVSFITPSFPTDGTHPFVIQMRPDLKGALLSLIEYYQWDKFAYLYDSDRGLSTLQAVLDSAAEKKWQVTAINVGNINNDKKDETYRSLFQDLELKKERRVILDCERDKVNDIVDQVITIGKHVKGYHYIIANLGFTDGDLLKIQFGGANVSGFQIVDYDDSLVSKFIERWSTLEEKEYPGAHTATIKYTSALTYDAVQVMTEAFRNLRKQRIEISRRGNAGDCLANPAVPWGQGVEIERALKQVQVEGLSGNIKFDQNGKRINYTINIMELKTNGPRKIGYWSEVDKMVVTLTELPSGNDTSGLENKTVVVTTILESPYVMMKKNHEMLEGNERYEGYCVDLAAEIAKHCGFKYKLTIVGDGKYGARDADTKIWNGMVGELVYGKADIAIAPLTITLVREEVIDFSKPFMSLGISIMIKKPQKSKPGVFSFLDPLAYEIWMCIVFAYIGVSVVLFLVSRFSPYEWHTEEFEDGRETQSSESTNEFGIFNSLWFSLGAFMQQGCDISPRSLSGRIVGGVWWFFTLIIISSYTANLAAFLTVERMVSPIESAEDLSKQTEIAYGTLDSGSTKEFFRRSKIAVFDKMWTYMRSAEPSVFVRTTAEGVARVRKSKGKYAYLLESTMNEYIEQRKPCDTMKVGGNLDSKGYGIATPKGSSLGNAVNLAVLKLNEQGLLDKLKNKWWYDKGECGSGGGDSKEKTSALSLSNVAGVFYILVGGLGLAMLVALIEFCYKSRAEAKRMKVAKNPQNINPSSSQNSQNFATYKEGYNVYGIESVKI
# GluA2 TARP mod agonism max-min: further read-out of GluA2 TARP mod, marked with its call; compound max-min signal; compound-alone response (agonism);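 unitless range of fluorescence divided by baseline over first 100 seconds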
# GluA2 TARP mod glutamate slope: also measured in GluA2 TARP mod; calls as there; glutamate slope, % of max; measured here: glutamate response slope, % max;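 scaled per plate between vehicle wells and maximal 1 mM glutamate control wells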
# * marks the source's active call; other numbers are inactive results; i = inactive; + = active, no number.
SMILES,GluA2 TARP mod,GluA2 TARP mod agonism max-min,GluA2 TARP mod glutamate slope
CC1CN(c2cc(=O)n(Cc3ccc(F)cc3)c(=O)[nH]2)CC(C)O1 (configuration not stated),i,0.046,54
O=C(Cc1csc(NC(=O)c2ccc[nH]c2=O)n1)NCCc1c[nH]c2ccccc12,i,0.06,26
CCCCn1c(SCc2nc(-c3ccccc3)no2)nc2ccsc2c1=O,i,0.083,67
COC(=O)Cn1c(=O)c2c(nc3n(-c4ccc(C)c(C)c4)c(C)cn23)n(C)c1=O,i,0.079,27
COc1ccc(NC(=O)Nc2c(C)nc3ccccn3c2=O)cc1,i,0.091,61
O=C(Cn1nc(-n2cccn2)ccc1=O)Nc1nccs1,i,0.14,72
O=C(Cn1c(=O)oc2ccccc21)NCCc1csc2nc(-c3cccs3)nn12,i,0.098,55
CCOc1cc(C(=O)Nc2ccc3c(c2)N(C(=O)C(C)C)CCC3)cc(OCC)c1OCC,i,0.085,50
CN1C(=O)N(C)C2(CCN(C(=O)c3cccc(Cl)c3)CC2)C1=O,i,0.071,59
O=C(NC1CC1)C(=O)N1CCN(c2ccc(F)cc2)CC1,i,0.089,36
Cc1cc(C)c(S(=O)(=O)NCC2CCN(Cc3ccco3)CC2)c(C)c1,i,0.087,49
Cc1ccc(CNC(=O)C(=O)NN2CCN(C)CC2)cc1,i,0.11,65
Cc1ccc(C(=O)Nc2ccc(SCCN3CCOCC3)nn2)cc1,i,0.09,45
COc1ccc(S(=O)(=O)CCC(=O)Nc2nnc(-c3cccnc3)o2)cc1,i,0.12,92
COCCNC(=O)Cc1ccc(NC(=O)c2cc(Cl)ccc2OC)cc1,i,0.11,42
Cc1cccc(-c2noc(-c3cn(CC(=O)NCCC4=CCCCC4)c4nc(C)ccc4c3=O)n2)c1,i,0.025,33
Cc1cccc(-n2c(=O)c3c(c4cc(C)ccc4n3C)n(CC(=O)Nc3c(C)cccc3C)c2=O)c1,i,0.12,77
O=C(NCc1cccc(C(F)(F)F)c1)C1CCN(c2nc3nc[nH]c(=O)c3s2)CC1,i,0.05,56
O=C(NCc1ccc2c(c1)OCO2)C(=O)Nc1cccc(N2CCCC2=O)c1,i,0.04,56
O=C1CC2(CCN(C(=O)c3ccc(-c4ccccc4)cc3)CC2)Oc2ccccc21,i,0.1,71
CC(=O)c1ccc(N2CCN(C(=O)CCCCn3c(=O)[nH]c4ccccc4c3=O)CC2)cc1,i,0.041,45
CS(=O)(=O)Oc1ccc2c(c1)O/C(=C\c1ccc(Cl)cc1Cl)C2=O,i,0.07,69
COc1ccc(Nc2cc(C)nc(NCCNS(=O)(=O)c3c(C)noc3C)n2)cc1,i,0.15,57
CCOCCn1c(=O)c2c(nc3n(-c4cccc(C)c4)c(C)cn23)n(C)c1=O,i,0.13,67
CC(C)(C)n1nc2c(c1-n1cccc1)CN(C(=O)c1ccco1)C2,i,0.064,61
Cc1ccc(-c2ccc(SCC(=O)N3CCN(c4ccccc4)CC3)nn2)c(C)c1,i,0.03,60
CCCn1c(C2CC(=O)N(c3ccc(C)c(Cl)c3)C2)nc2ccccc21 (configuration not stated),i,0.067,63
COc1ccc(C)cc1S(=O)(=O)Nc1cccc(N2CCCCC2=O)c1,i,0.048,47
COC(=O)N1CCC(CNC(=O)c2snnc2C)CC1,i,0.094,63
CN(C1CCCC1)S(=O)(=O)c1ccc(C(=O)Nc2nc3c(s2)CCC3)cc1,i,0.049,44
CSCCC(C)(O)CNC(=O)c1nc2ccccc2s1 (configuration not stated),i,0.092,57
O=C(CSc1nnc(-c2ccncc2)o1)Nc1ccccc1C(F)(F)F,i,0.038,47
CCOC(=O)c1ccc(N2C(=O)CC(Sc3ncccc3C(=O)O)C2=O)cc1 (configuration not stated),i,0.085,51
COCCNC(=O)C(=O)NCc1ccccn1,i,0.1,58
COCCNC(=O)Cn1nc2c(c1NC(=O)c1cc(OC)cc(OC)c1)CSC2,i,0.096,59
CCN(CC)C(=O)Oc1ccc2c(=O)c(-c3ccc(OC)c(OC)c3)c(C)oc2c1,+,0.052*,97*
CCCOc1ccc(/C=C/C(=O)NCC(C)C)cc1,i,0.08,74
CCOC(=O)N1CCc2nc(NC(=O)c3cc(Cl)sc3Cl)sc2C1,i,0.14,75
O=C(CSc1ccc(NC(=O)C2CC2)nn1)NC1CCCCC1,i,0.088,50
CSc1ccccc1NC(=O)c1ccc(=O)n(Cc2ccc(F)cc2)c1,i,0.036,61
O=C(NCC(O)(c1ccccc1)C(F)(F)F)c1ccc(S(=O)(=O)N2CCCC2)cc1 (configuration not stated),i,0.15,49
Cc1cc(C)cc(C(=O)N2CCN(S(=O)(=O)c3cc4c5c(c3)CCC(=O)N5CCC4)CC2)c1,i,0.077,57
Cc1nccn1CC1CCN(C(=O)NC(C)C)CC1,i,0.099,53
COc1ccccc1-c1ccc(=O)n(CC(=O)Nc2ccc(S(=O)(=O)Nc3ncccn3)cc2)n1,i,0.094,98
CN(C)c1cccc(C(=O)NCC2CCN(C(=O)NC(C)(C)C)CC2)c1,i,0.12,58
CCc1nc(-c2ccc(N3CCN(C(=O)C4(c5cccs5)CCCC4)CC3)nc2)no1,i,0.13,50
CN(C)S(=O)(=O)c1ccc(C(=O)N(C(=O)N2CCCCC2)c2cccc(Cl)c2)cc1,i,0.087,51
CN(C)c1cccc(C(=O)NCC2CCN(S(=O)(=O)C3CC3)CC2)c1,i,0.059,33
CCOCCn1c(-n2nc(C)cc2C)nc2c1c(=O)n(Cc1ccccc1F)c(=O)n2C,i,0.028,68
O=C(NCc1n[nH]c(=O)c2ccccc12)c1cc(-c2ccco2)[nH]n1,i,0.11,44
O=C(/C=C/c1ccc2c(c1)OCO2)c1ccc(Cl)c(Cl)c1,i,0.063,56
Cn1c(=O)[nH]c(=O)c2c1nc(Br)n2CCCO,i,0.051,49
O=S(=O)(NCCNc1ccc(Nc2ccccn2)nn1)c1ccccc1C(F)(F)F,i,0.28,53
COc1ccc(S(=O)(=O)N2CCN=C2SCc2ccc(F)cc2)cc1,i,0.047,68
Cn1nc(NC(=O)c2c[nH]c3ccccc23)c2c1NC(=O)CC2c1cccs1 (configuration not stated),i,0.12,58
COc1ccc(/C=C2\SC(=S)N(c3ccc(NC(C)=O)cc3)C2=O)cc1OC,i,0.12,60
COc1cccc(C(=O)Nc2ccc3c(c2)N(C(=O)C2CC2)CC3)c1OC,i,0.09,53
CCCS(=O)(=O)N1CCN(Cc2nc(-c3ccc(F)cc3)cs2)CC1,i,0.12,56
CCOc1ccc(S(=O)(=O)Nc2ccc3c(c2)N(S(C)(=O)=O)CCC3)cc1,i,0.056,57
O=C(CN1C(=O)CCC1=O)Nc1ccc2c(c1)N(C(=O)C1CC1)CC2,i,0.13,49

# Ordered by molecular weight (low to high): some entries from above
SMILES,GluA2 TARP mod,GluA2 TARP mod agonism max-min,GluA2 TARP mod glutamate slope
COCCNC(=O)C(=O)NCc1ccccn1,i,0.1,58
Cn1c(=O)[nH]c(=O)c2c1nc(Br)n2CCCO,i,0.051,49
O=C(/C=C/c1ccc2c(c1)OCO2)c1ccc(Cl)c(Cl)c1,i,0.063,56
CC(C)(C)n1nc2c(c1-n1cccc1)CN(C(=O)c1ccco1)C2,i,0.064,61
CC1CN(c2cc(=O)n(Cc3ccc(F)cc3)c(=O)[nH]2)CC(C)O1 (configuration not stated),i,0.046,54
O=C(CSc1ccc(NC(=O)C2CC2)nn1)NC1CCCCC1,i,0.088,50
O=C(NCc1n[nH]c(=O)c2ccccc12)c1cc(-c2ccco2)[nH]n1,i,0.11,44
Cc1ccc(C(=O)Nc2ccc(SCCN3CCOCC3)nn2)cc1,i,0.09,45
CN(C)c1cccc(C(=O)NCC2CCN(S(=O)(=O)C3CC3)CC2)c1,i,0.059,33
Cn1nc(NC(=O)c2c[nH]c3ccccc23)c2c1NC(=O)CC2c1cccs1 (configuration not stated),i,0.12,58
CCOC(=O)c1ccc(N2C(=O)CC(Sc3ncccc3C(=O)O)C2=O)cc1 (configuration not stated),i,0.085,51
CN(C1CCCC1)S(=O)(=O)c1ccc(C(=O)Nc2nc3c(s2)CCC3)cc1,i,0.049,44
COc1ccc(/C=C2\SC(=S)N(c3ccc(NC(C)=O)cc3)C2=O)cc1OC,i,0.12,60
COCCNC(=O)Cn1nc2c(c1NC(=O)c1cc(OC)cc(OC)c1)CSC2,i,0.096,59
O=C(Cc1csc(NC(=O)c2ccc[nH]c2=O)n1)NCCc1c[nH]c2ccccc12,i,0.06,26
O=C(Cn1c(=O)oc2ccccc21)NCCc1csc2nc(-c3cccs3)nn12,i,0.098,55
COc1ccc(Nc2cc(C)nc(NCCNS(=O)(=O)c3c(C)noc3C)n2)cc1,i,0.15,57
CCc1nc(-c2ccc(N3CCN(C(=O)C4(c5cccs5)CCCC4)CC3)nc2)no1,i,0.13,50
O=C(NCC(O)(c1ccccc1)C(F)(F)F)c1ccc(S(=O)(=O)N2CCCC2)cc1 (configuration not stated),i,0.15,49
Cc1cc(C)cc(C(=O)N2CCN(S(=O)(=O)c3cc4c5c(c3)CCC(=O)N5CCC4)CC2)c1,i,0.077,57
Cc1cccc(-n2c(=O)c3c(c4cc(C)ccc4n3C)n(CC(=O)Nc3c(C)cccc3C)c2=O)c1,i,0.12,77
COc1ccccc1-c1ccc(=O)n(CC(=O)Nc2ccc(S(=O)(=O)Nc3ncccn3)cc2)n1,i,0.094,98

# The results go on:
SMILES,GluA2 TARP mod,GluA2 TARP mod agonism max-min,GluA2 TARP mod glutamate slope
Cc1ccsc1C1C2=C(CC(C)(C)CC2=O)OC2=C1C(=O)CC(C)(C)C2,i,0.031,62
COc1ccc(S(=O)(=O)N2CCCc3cc(NC(C)=O)ccc32)cc1,i,0.096,47
COc1coc(C(=O)Nc2ccc(F)c(F)c2)cc1=O,+,0.2*,61*
O=C(c1ccccc1C(F)(F)F)N1CCN(c2ncnc3c2nnn3-c2ccc(Cl)cc2)CC1,i,0.11,57
O=C(COc1ccccc1F)NCC1(O)CCCC1,i,0.072,59
Cc1nc(Sc2nc(C)nc3sc4c(c23)CCC4)c2c3c(sc2n1)CCC3,i,0.1,42
Cn1cccc1C(O)CNS(=O)(=O)c1ccccc1F (configuration not stated),i,0.11,67
O=S(=O)(c1ccc2c(c1)OCCO2)N(CCc1ccccc1)Cc1ccccn1,i,0.17,44
CCOc1cccc2sc(NC(=O)c3ccnn3C)nc12,i,0.14,80
COc1ccc(-c2nnc(NC(=O)c3ccc4c(c3)CCCC4)o2)cc1OC,i,0.11,59
CCn1c(SCc2nc(-c3ccc(Br)cc3)no2)nc2ccccc2c1=O,i,0.07,73
Cc1ccc(S(=O)(=O)N2CCC(C(=O)Nc3nnc(-c4ccc5c(c4)OCCO5)o3)CC2)cc1,i,0.083,47
CSc1ccccc1C(=O)N1CCC(c2nnc(-c3ccc(F)cc3)o2)CC1,i,0.1,62
O=C(Cc1ccccc1Cl)N1CCC(c2nnc(-c3ccc(F)cc3)o2)CC1,i,0.073,60
CC(=O)c1cccc(NC(=O)CSC2=NS(=O)(=O)c3ccccc3N2)c1,i,0.036,56
COc1cccc(NC(=O)/C=C2\SC(=O)NC2=O)c1,i,0.065,41
O=C(NCc1ccc(Cl)cc1)N1CCC(c2cccs2)CC1,i,0.14,60
COc1ccccc1CCNC(=O)C1CN(c2nc3c(F)cccc3s2)C1,i,0.082,66
COc1cccc(C(=O)Nn2cnc3c(cnn3-c3ccc(C)cc3)c2=O)c1,i,0.078,71
Cc1cc(C)c(S(=O)(=O)Nc2ccc(N3CCCCS3(=O)=O)cc2)c(C)c1,i,0.11,72
CCS(=O)(=O)N1CCCc2cc(NC(=O)Nc3ccccc3OC)ccc21,i,0.17,51
Cc1ccccc1C(=O)Nc1sc2c(c1-c1nc3ccccc3s1)CCCC2,i,0.073,34
NC(=O)c1ccccc1NC(=O)Cn1nc(-n2cccn2)ccc1=O,i,0.13,85
O=C(CCCS(=O)(=O)c1ccccc1)Nc1nc2ccccc2s1,i,0.088,66

# Limited to GluA2 TARP mod and GluA2 TARP mod glutamate slope, for some of the entries so far:
SMILES | GluA2 TARP mod | GluA2 TARP mod glutamate slope
CCS(=O)(=O)N1CCCc2cc(NC(=O)Nc3ccccc3OC)ccc21 | i | 51
Cc1ccccc1C(=O)Nc1sc2c(c1-c1nc3ccccc3s1)CCCC2 | i | 34
O=C(CCCS(=O)(=O)c1ccccc1)Nc1nc2ccccc2s1 | i | 66

# Some of the compounds tested; count on the stated rates, not on these rows.
